Source: PubChem BioAssay
HTR2A ag – mouse HTR2A agonism via beta-arrestin recruitment. activation, % at 7.6 µM. hit rate 0.66% among 360,000. CHO-K1 mHTR2A beta-arrestin complementation, luminescence; percent of 30 µM serotonin response;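 active = activation above a run cutoff, the mean activation of all tested compounds plus 3 SD, cut at about 14% in these data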;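 also: 0% = plate median of compound wells and 100% = 30 µM serotonin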
ABCB6 inh 2 – inhibitors of human ABC transporter ABCB6 | Q9NP58 | K562-ABCB6 porphyrin accumulation, flow cytometry, 1 h; stronger effect = lower value | fluorescence ratio to DMSO, % at 10 µM | hit rate 0.19% among 360,000;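 active = fluorescence ratio to DMSO below 75%, the collection mean minus 3 SD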;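 also: signal is porphyrin accumulated inside mitochondria; 100% equals median channel fluorescence of DMSO control wells; lower ratio means ABCB6 inhibition with less porphyrin fluorescence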
CaV13 ICDI inh – Primary screen for inhibitors of IQ motif and Ca2+-dependent inactivation inhibitor domain binding in CACNA1D, Förster resonance energy transfer in living cells, …; HEK cells, CFP/YFP FRET ICDI-IQ, plate reader, 10 min; percent FRET-ratio fall versus neutral wells; inhibition, % at 12.3 µM; hit rate 0.098% among 340,000; AID 743397;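 active = mean replicate inhibition of at least 30% and at least 1% of replicates passing that level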;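 also: 0% = median of the neutral control wells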
MC4R ag barr – agonists of human melanocortin 4 receptor (MC4R) beta-arrestin; U2OS MC4R beta-arrestin complementation, luminescence; percent of melanotan II response, DMSO zero; activation, % at 8.9 µM; hit rate 0.98% among 360,000;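 active = activation above a per-plate cutoff, the mean activation of sample wells on that plate plus 3 SD, cut at about 8% in these data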
Target sequence (P32245 whole entry, looked up): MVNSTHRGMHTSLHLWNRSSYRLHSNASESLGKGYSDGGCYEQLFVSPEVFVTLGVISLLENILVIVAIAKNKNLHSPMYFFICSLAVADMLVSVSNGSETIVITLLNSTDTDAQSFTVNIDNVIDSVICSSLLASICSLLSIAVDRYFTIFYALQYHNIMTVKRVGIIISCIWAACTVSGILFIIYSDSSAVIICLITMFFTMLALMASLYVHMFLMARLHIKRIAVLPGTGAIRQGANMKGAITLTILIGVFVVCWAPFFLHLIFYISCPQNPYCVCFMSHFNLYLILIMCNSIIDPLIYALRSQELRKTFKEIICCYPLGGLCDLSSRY
N-glyco inh – N-linked glycosylation inhibition; hit rate 0.23% among 360,000; reporter increase, % at 12.5 µM; AID 588692; D54 ERlucT glycosylation luciferase reporter, 24 h; percent of 100 nM tunicamycin response;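 active = mean luciferase reporter signal, scaled so untreated is 0 and the glycosylation-blocking control 100, at or above a set limit in every replicate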;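 also: luciferase carries N-glycosylation sites so blocking glycosylation raises the light; 0% = median of neutral control wells and 100% = median of 100 nM tunicamycin wells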
MC4R antag cAMP – antagonists of human melanocortin 4 receptor (MC4R). P32245. MC4R-expressing cells, MTII-stimulated cAMP, LANCE TR-FRET. inhibition, % at 6.5 µM. hit rate 0.48% among 360,000;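 active = inhibition above its plate's cutoff, the mean of tested wells on that plate plus 3 SD, cut at about 29% in these data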;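 also: 0% = Melanotan II alone and 100% = Melanotan II plus saturating MCL0020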
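System – human MC4R-expressing U2OS cells · Also added – Melanotan II · Dosing – one concentration, 6.5 µM nominal · Timing – 30-min compound, 1-h challenge, 1-h detection, room temperature · Measured by – Eu-cAMP/anti-cAMP TR-FRET, emission 671 nm · Replicates – singlicate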
Vif imaging – blocks HIV Vif function; inhibition, % at 7.49 µM; HEK293T cells, Vif self-association by quenched fluorescence, imaging, 24 h; hit rate 0.35% among 340,000; in the data active = inhibition above about 50%, passing the limit was not always enough; also: some results filed as inactive read as strong as hits
aDG glyco act – alpha-DG glycosylation activation; Pro5-aDG cells, alpha-DG glycosylation AlphaScreen (IIH6); 0% Pro5, 100% B10-LARGE cell signal; activation, % at 10 µM; hit rate 0.22% among 360,000;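 active = activation of at least 8% versus controls, or a plate z-score of at least 8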;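 also: Pro5 are CHO cells carrying HIG-tagged alpha-DG that lacks glycosylation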
PDI inh – PDI (human) enzyme inhibition; inhibition, % at 10 µM; PDI insulin aggregation turbidity, A650, 90 min; hit rate 0.052% among 350,000;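 active = mean inhibition across replicates of 30% or more, whatever share of single replicates reach that level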;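 also: absorbance from insulin aggregation driven by PDI reduction with DTT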
Target sequence (P07237 whole entry, looked up): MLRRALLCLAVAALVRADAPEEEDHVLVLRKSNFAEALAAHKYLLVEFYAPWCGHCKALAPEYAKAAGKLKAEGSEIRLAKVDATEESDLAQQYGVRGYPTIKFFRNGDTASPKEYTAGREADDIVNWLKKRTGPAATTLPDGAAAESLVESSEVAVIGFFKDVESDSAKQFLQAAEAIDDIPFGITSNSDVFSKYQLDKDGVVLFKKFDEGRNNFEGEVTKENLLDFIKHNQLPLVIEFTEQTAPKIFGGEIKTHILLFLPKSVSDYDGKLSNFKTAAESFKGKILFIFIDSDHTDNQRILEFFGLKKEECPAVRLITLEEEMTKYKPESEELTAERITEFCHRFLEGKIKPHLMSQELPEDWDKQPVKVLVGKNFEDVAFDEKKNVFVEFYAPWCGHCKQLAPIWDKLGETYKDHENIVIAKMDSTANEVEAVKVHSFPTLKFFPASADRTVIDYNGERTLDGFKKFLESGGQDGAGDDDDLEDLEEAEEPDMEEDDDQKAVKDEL
Cardio protect – myocardial damage modulation in H9c2 cells | H9c2 cardiomyocytes, H2O2 injury protection, ATPLite, 2 h | protection from H2O2 cell death, % at 20 µM | hit rate 0.63% among 360,000;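 active = compounds giving at least 50% protection of heart cells from peroxide-induced death in the single-dose screen, raw or plate-pattern-corrected value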;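 also: 0% = DMSO wells with peroxide and 100% = DMSO wells without peroxide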
Numbers without * were called inactive; . = no result given.

SMILES	HTR2A ag	ABCB6 inh 2	CaV13 ICDI inh	MC4R ag barr	N-glyco inh	MC4R antag cAMP	Vif imaging	aDG glyco act	PDI inh	Cardio protect
CCS(=O)(=O)Nc1ccc(-c2nnc(SCC(=O)c3cccc(OC)c3)o2)cc1	2	100	.	0.9	3	1	3	0.0	-12	0
Cc1nc(N2CCN(S(=O)(=O)c3ccccc3C#N)CC2)c2c(-c3ccccc3)csc2n1	-1	95	-5	-2.6	-3	14	-3	-0.4	0	11
COc1ccc(CN2CCCC(C(=O)N3CCCCC3)C2)c(OC)c1 (stereo not drawn)	-4	100	.	-0.3	-4	12	-2	0.1	-1	0
CS(=O)(=O)c1ccc(-c2cccc(NC(=O)COc3ccc(Cl)cc3)c2)nn1	3	99	-14	2.8	-2	6	-2	0.3	7	0
Nc1ccc(NC(=S)Nc2ccccc2)cc1	-4	97	-19	-3.6	2	2	13	0.0	1	-3
O=C(COC(=O)c1cc(=O)[nH]c2ccccc12)NC(=O)NC1CCCCC1	-1	88	-4	-2.5	1	-9	4	-0.2	-2	-2
CCN1C(=O)[C@H]2[C@@H](c3ccc(-c4ccc(C(C)=O)cc4)cc3)N[C@@](C)(C(=O)OC)[C@H]2C1=O	-2	97	.	-1.0	1	5	10	0.1	0	52*
COc1cc(OC)c(C2Nc3cccc4cccc(c34)N2)c(OC)c1	-7	119	-17	-3.4	1	-22	-13	-0.3	-2	-15
CN(Cc1cccc(F)c1)C(=O)CSc1nnnn1C1CC1	1	98	-6	1.2	0	4	0	0.0	0	0
CCCCCCc1cc2cc(-c3nnc(-c4ccccc4OC)o3)c(=O)oc2cc1O	-1	308	7	1.2	-4	11	70*	0.6	-2	-19
Cc1cccc(-c2ncc(CN3CCN(CC(C)C)C(CCO)C3)cn2)c1 (stereo not drawn)	-3	94	-5	-1.4	-2	7	-1	0.0	-1	1
CCCCNC(=O)CN(c1cccc(Br)c1)S(C)(=O)=O	11	94	-1	-2.5	-1	8	0	0.2	3	2
COc1ccc(OC)c(CNC(=O)Cn2nc(C)c3c(C)n(-c4ccc(C)cc4)nc3c2=O)c1	-1	85	-7	-1.4	3	3	-10	0.8	-14	-2
COC(=O)COc1ccc(S(=O)(=O)Nc2cc([N+](=O)[O-])ccc2C)cc1	2	99	-7	0.9	3	12	-6	0.2	-4	5
COC(=O)C1=C(C)NC(=S)NC1c1ccco1 (stereo not drawn)	9	96	9	-0.4	2	19	0	-0.2	-2	-1
Cn1c(=O)c2c(nc(CN3CCN(Cc4ccccc4)CC3)n2Cc2ccc(F)cc2)n(C)c1=O	-4	101	-3	-0.6	1	12	0	-0.8	.	19
Cc1cccc(NC(=O)CSc2nc(N)c(NC(=O)c3cccs3)c(=O)[nH]2)c1C	-1	107	-3	0.2	0	0	.	0.0	.	1
COCCCNc1nc2nonc2nc1N1CCN2CCCC2C1 (stereo not drawn)	-1	100	-5	-3.4	1	-9	12	-0.1	-6	-6
COc1ccc(S(=O)(=O)N(C)CC(=O)Nc2ccc3c(c2)OCCO3)cc1OC	5	103	-4	-2.2	0	2	-1	0.1	-12	0
Cc1c(C)n(C(=O)CSc2nccn2C)c2ccccc12	-3	91	-2	-0.7	0	3	14	0.7	2	14
CN(C)N1C(N)=C(C#N)C(c2ccc3c(c2)OCO3)C2=C1CC(C)(C)CC2=O (stereo not drawn)	-1	95	-4	-0.5	0	9	7	0.1	-7	-2
COc1cc([N+](=O)[O-])ccc1NC(=O)C1C2C=CC(C2)C1C(=O)O (stereo not drawn)	3	94	-2	-1.6	-1	-7	3	0.8	-1	2
Cc1cccc(-n2c(Cc3cc(=O)[nH]c(=O)[nH]3)nnc2SCC(=O)NCC2CCCO2)c1 (stereo not drawn)	3	101	-2	0.1	2	14	0	0.0	.	-3
Cc1nc2ccccc2cc1OCc1ccc(Cl)cc1	-6	88	-6	-0.3	-4	6	-47	3.6	-3	-18
Cc1cc(C(=O)NCc2ccco2)on1	13	100	-5	-1.2	-2	-1	.	0.0	-7	4
COc1ccc(C(=O)N2CCN(c3nnnn3-c3ccccc3)CC2)cc1OC	0	91	-4	-4.8	1	0	13	3.2	-1	0
COc1ccc(NCc2cc3cc(OC)ccc3[nH]c2=O)cc1	7	106	-10	-0.5	2	-7	3	0.0	1	99*
CC1(C)c2ccccc2N2CC(=O)N[C@@]21/C=C/C=C/c1ccccc1	-4	101	-4	1.2	-1	1	1	0.1	14	-6
COc1ccc(C(=O)C2CCCN(Cc3cc(Cl)ccc3O)C2)c(OC)c1 (stereo not drawn)	-8	96	0	1.9	-5	18	0	0.2	-5	-8
C[C@H](CO)N1C[C@H](C)[C@@H](CN(C)C(=O)NC2CCCCC2)Oc2ncc(Br)cc2C1=O	-7	103	-6	-0.3	-2	1	2	-0.1	-4	-3

Sorted by length of the SMILES (descending): part of the list above.
SMILES	HTR2A ag	ABCB6 inh 2	CaV13 ICDI inh	MC4R ag barr	N-glyco inh	MC4R antag cAMP	Vif imaging	aDG glyco act	PDI inh	Cardio protect
C[C@H](CO)N1C[C@H](C)[C@@H](CN(C)C(=O)NC2CCCCC2)Oc2ncc(Br)cc2C1=O	-7	103	-6	-0.3	-2	1	2	-0.1	-4	-3
Cc1cccc(-n2c(Cc3cc(=O)[nH]c(=O)[nH]3)nnc2SCC(=O)NCC2CCCO2)c1 (stereo not drawn)	3	101	-2	0.1	2	14	0	0.0	.	-3
CN(C)N1C(N)=C(C#N)C(c2ccc3c(c2)OCO3)C2=C1CC(C)(C)CC2=O (stereo not drawn)	-1	95	-4	-0.5	0	9	7	0.1	-7	-2
COc1ccc(S(=O)(=O)N(C)CC(=O)Nc2ccc3c(c2)OCCO3)cc1OC	5	103	-4	-2.2	0	2	-1	0.1	-12	0
CC1(C)c2ccccc2N2CC(=O)N[C@@]21/C=C/C=C/c1ccccc1	-4	101	-4	1.2	-1	1	1	0.1	14	-6
COc1ccc(C(=O)C2CCCN(Cc3cc(Cl)ccc3O)C2)c(OC)c1 (stereo not drawn)	-8	96	0	1.9	-5	18	0	0.2	-5	-8
COc1ccc(NCc2cc3cc(OC)ccc3[nH]c2=O)cc1	7	106	-10	-0.5	2	-7	3	0.0	1	99*
Cc1c(C)n(C(=O)CSc2nccn2C)c2ccccc12	-3	91	-2	-0.7	0	3	14	0.7	2	14
COCCCNc1nc2nonc2nc1N1CCN2CCCC2C1 (stereo not drawn)	-1	100	-5	-3.4	1	-9	12	-0.1	-6	-6
Cc1nc2ccccc2cc1OCc1ccc(Cl)cc1	-6	88	-6	-0.3	-4	6	-47	3.6	-3	-18

Later entries.
SMILES	HTR2A ag	ABCB6 inh 2	CaV13 ICDI inh	MC4R ag barr	N-glyco inh	MC4R antag cAMP	Vif imaging	aDG glyco act	PDI inh	Cardio protect
O=C(Nc1cccc(O)c1)c1cccc(S(=O)(=O)N2CCCC2)c1	-3	91	0	-1.3	0	5	19	-0.2	15	8
Cc1cccc(NNC(=S)Nc2c(C)cccc2C)c1	6	100	-3	-0.8	-3	10	11	-0.4	6	-9
CC(=O)Nc1ccc(S(=O)(=O)N(C)CC(=O)N(C)Cc2sccc2C)cc1	3	102	-2	-0.7	0	6	-15	-0.2	-6	12
CCCCC(CC)CNC(=O)C1C2C=CC(C2)C1C(=O)O (stereo not drawn)	5	94	-7	-2.6	0	4	5	-0.1	6	6
Cc1ccccc1OCCC(=O)Nc1ccc(F)c(Cl)c1	-6	97	-16	0.4	-3	-2	2	0.6	2	-5
c1ccc(CCNc2ccc3nncn3n2)cc1	16*	98	-7	-1.0	1	3	2	0.0	-15	9
COc1cc(/C=N/NC(=O)c2cc(-c3ccccc3C)nc3ccccc23)cc(OC)c1O	-2	96	-15	1.2	3	-29	17	0.2	4	4
Cc1ccnc(SCc2cc(=O)c(OC(=O)c3cc([N+](=O)[O-])ccc3Cl)co2)n1	2	95	-4	-0.8	-1	8	2	0.0	-4	40
CC(=O)Nc1ccc(-n2c(C)ccc2-c2ccccc2)cc1	-1	98	-4	-1.6	1	0	-7	0.1	4	-4
CC12CCC(=O)C=C1CCC1C2C(=O)CC2(C)C1CC[C@]2(O)C(=O)CO (stereo partly drawn)	-6	91	-21	-2.0	0	-5	.	-0.1	0	3
Cc1[nH]c(C)c(S(=O)(=O)N(Cc2ccccc2)C(C)(C)C)c1C(=O)N1CCCC1	4	96	-6	-2.9	-1	9	-5	-0.2	-8	5
CCC1(CC)C(=O)NN(c2ccccc2)C1=O	2	101	.	0.8	0	6	-1	0.2	8	1
COC(=O)c1ccc(C2SCC(=O)N2Cc2ccccc2)cc1 (stereo not drawn)	7	96	.	-0.9	-1	7	3	0.1	-5	4
CCC1C(c2ccccc2)=CCC(C(=O)O)C1C (stereo not drawn)	6	98	-5	-0.6	1	1	-11	0.0	1	0
COc1ccc([C@H]2CC(=O)C=C(c3ccccc3-c3ccccc3)C2)cc1	-2	101	-19	0.2	7	-4	5	0.0	2	-9
CC(=O)C1=C(O)C(=O)N(c2ccccn2)C1c1ccc(C)cc1 (stereo not drawn)	-4	102	-20	-1.1	-4	2	10	-0.2	-5	4
NC(=O)c1c(NC(=O)Cn2cnc([N+](=O)[O-])n2)sc2c1CCCC2	5	99	-2	-1.9	2	22	-15	0.0	-4	-4
CC1=CC(C)(C)N=C(Nc2ccc(C)cc2)S1	-1	96	-5	0.5	1	-4	4	0.0	-3	-11
Cn1c(CCC(=O)OCC(=O)NCc2ccccc2Cl)nc(=O)c2ccccc21	1	356	3	-2.6	3	6	0	0.3	-3	7
COc1ccc(C(NC(=O)C2CCN(CCOc3ccc(Cl)cc3Cl)CC2)c2ccccn2)cc1 (stereo not drawn)	-3	92	-3	3.1	0	12	-4	0.1	1	-1
O=C(N/N=C1\CC2CC=CC12)c1ccc(Br)cc1 (stereo not drawn)	-3	97	0	-2.6	2	-3	-1	0.1	3	12
CCN(CC(=O)NCc1ccco1)S(=O)(=O)c1ccc(OC)cc1	5	101	-3	-2.2	0	1	0	-0.2	-7	6
Cc1sc(NC(=O)C2=COCCO2)nc1-c1ccc(Br)cc1	-1	79	-6	1.3	0	-9	16	0.1	-8	-7
Cc1ccc(-c2nc(CNC(=O)c3ccco3)cs2)cc1	-2	91	-3	-2.4	1	10	-23	0.8	7	-8
CCC(=O)N(C1=C(NC)C(=O)c2ccccc2C1=O)C(C)C	10	99	-5	-2.8	6	1	0	1.1	-1	-8
O=C(COc1ccc(Cl)cc1)NCCc1ccccn1	3	105	5	-1.7	2	-1	4	-0.2	21	1
CCOC(=O)COn1c(=O)c(=O)n(O)c2ccccc21	-3	104	-5	-1.8	1	-4	-9	-0.2	1	-8
CCCOP(=O)(c1ccc(N(C)C)cc1)C(Nc1ccccc1)c1ccc(C)cc1 (stereo not drawn)	-3	98	-4	0.9	3	19	-1	0.0	-3	-7
CC(=O)c1c(C)[nH]c(C2=NNC(=NC(C)(C)C)SC2)c1C	6	102	-4	-1.6	2	24	1	0.3	0	1
